# CHT inh: human CHT choline transport inhibition; Q9GZV3; CHT-expressing cells, membrane potential dye, choline response; stronger effect = lower value; B-score at 10 µM; actives 0.86% (n = 310,000);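 active means B-score over 3 SD under the library average, and starting fluorescence ratio not unusually high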;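 further: choline stimulus applied at its EC90 after an EC20 pre-addition; B-score computed on integrated fluorescence ratio after choline addition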
# Target sequence (Q9GZV3 whole entry, looked up): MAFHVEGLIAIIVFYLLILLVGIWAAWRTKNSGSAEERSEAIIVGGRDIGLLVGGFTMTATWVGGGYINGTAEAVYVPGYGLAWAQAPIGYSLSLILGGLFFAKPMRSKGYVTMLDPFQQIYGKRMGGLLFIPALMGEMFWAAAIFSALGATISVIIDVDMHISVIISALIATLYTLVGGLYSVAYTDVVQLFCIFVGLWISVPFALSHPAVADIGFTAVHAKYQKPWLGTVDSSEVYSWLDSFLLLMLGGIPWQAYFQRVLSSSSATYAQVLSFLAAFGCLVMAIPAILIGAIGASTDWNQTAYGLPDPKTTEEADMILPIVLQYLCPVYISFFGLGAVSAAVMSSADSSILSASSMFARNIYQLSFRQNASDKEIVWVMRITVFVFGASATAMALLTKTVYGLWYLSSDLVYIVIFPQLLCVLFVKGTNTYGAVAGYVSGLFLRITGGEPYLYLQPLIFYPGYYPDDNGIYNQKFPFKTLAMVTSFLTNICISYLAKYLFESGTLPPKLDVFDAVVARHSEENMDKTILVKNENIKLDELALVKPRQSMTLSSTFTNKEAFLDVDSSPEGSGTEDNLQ
# KCNQ2 block: KCNQ2 potassium channel inhibitors, primary screen, cell-based, CHO-K1, FluxOR thallium flux, B-score (AID 2156) | actives 1.1% (n = 310,000) | B-score at 10 µM | O88943 | 20 min; stronger effect = lower value;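 active means fluorescence ratio B-score at most minus 3 library SDs, with starting brightness B-score within 2 library SDs, cut at about -5.5 in these data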
# Kir21 inh: blocks the mouse Kir2.1 inward-rectifier potassium channel. HEK293-Kir2.1, FluxOR thallium flux fluorescence; stronger effect = lower value. B-score at 10 µM. actives 0.85% (n = 310,000);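 active means fluorescence ratio B-score at or below minus 3 SD of library scores, with starting-brightness B-score within 2 SD, cut at about -4.2 in these data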;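 further: channel flux triggered by added potassium and thallium sulfate stimulus; B-score of peak minus minimum fluorescence over baseline after thallium stimulus; more negative B-score means stronger Kir2.1 block with less thallium influx; some compounds called inactive have numbers as strong as hits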
# Target sequence (P35561 whole entry, looked up): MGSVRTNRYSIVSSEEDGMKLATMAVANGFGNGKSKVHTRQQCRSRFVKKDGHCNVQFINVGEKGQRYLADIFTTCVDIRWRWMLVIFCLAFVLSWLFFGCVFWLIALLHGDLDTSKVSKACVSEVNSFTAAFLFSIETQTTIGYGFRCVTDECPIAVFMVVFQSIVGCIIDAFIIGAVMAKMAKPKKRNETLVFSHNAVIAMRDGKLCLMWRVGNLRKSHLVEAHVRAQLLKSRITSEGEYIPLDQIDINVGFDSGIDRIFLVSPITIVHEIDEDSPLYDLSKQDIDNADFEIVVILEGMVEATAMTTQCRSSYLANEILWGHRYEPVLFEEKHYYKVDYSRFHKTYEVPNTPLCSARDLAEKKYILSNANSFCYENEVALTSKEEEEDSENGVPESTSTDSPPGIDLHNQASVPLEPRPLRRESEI
# * hit, by the source's call; i = inactive; · = not tested or not shown; & = joins results of further samples.
SMILES,CHT inh,KCNQ2 block,Kir21 inh
Cc1cccc(OCC(=O)Nc2cc(C)ccc2O)c1,i,i,0.02
Nc1nc2c(s1)CCc1c-2cnn1-c1ccccc1,i,i,-4.5*
CCOc1ccc2ccccc2c1CNCCN1CCOCC1,i,i,-0.59
CCOC(=O)CCc1c(C)c2ccc(OCc3nn[nH]n3)cc2oc1=O,i,i,-1.5
COc1cc(Cl)cc(C2NC(=O)NC(C)=C2C(C)=O)c1OCC(=O)O (stereo unspecified),i,i,-0.28
CCCc1cc(=O)c2c(O)cccc2o1,i,i,-1.5
Cc1ccc(Cl)cc1NC(=S)N(CCCN1CCOCC1)Cc1ccco1,i,i,1.8
CC(C)(C)C(=O)Nc1ccc(N2CCN(c3ccc(C(F)(F)F)cn3)CC2)nc1,i,i,0.02
Cc1cccc(Oc2ncc(-c3ccc(Cl)cc3)cn2)c1C,i,i,-1.3
Cc1cccc(C)c1NC(=O)NN1C(C)CCCC1C (stereo unspecified),i,i,-0.46
COc1ccc(Cl)cc1S(=O)(=O)N1CCCC(C(=O)NCc2ccncc2)C1 (stereo unspecified),i,i,-0.55
Cc1ccc(Cl)cc1Nc1nc(-c2sc(NC(=O)c3cccc(Cl)c3)nc2C)cs1,i,i,2.4
Cc1ccc(C(=O)N/C(=C\c2cccc([N+](=O)[O-])c2)C(=O)Nc2cccc(C(=O)O)c2)cc1,i,i,-0.67
Cc1ccc(Sc2ncccc2C(=O)O)c(C)c1,i,i,-0.69
COc1ccc(C(C)=O)cc1CN(c1ccccc1OC)S(=O)(=O)c1cccs1,i,i,1.6
COC(C[C@H]1O[C@H]1[C@H](O)[C@@H](C)OCc1ccccc1)OC,·,i,-1.2
O=C(Nc1ccccc1-c1ccccc1)NC1CCN(C(=O)N2CCOCC2)CC1,i,i,-0.47
CNc1nc(-c2c(C)n(C)c3ccc(OC)cc23)cs1,i,i,-0.08
COC(=O)c1scc(S(=O)(=O)C(C)(C)C)c1N,i,i,1.1
Cc1ccc(C(C(=O)NC2CCCCC2)N(CC2CCCO2)C(=O)CCCC(=O)Nc2ccccn2)cc1 (stereo unspecified),i,i,1.7

# Some entries already given, reduced to CHT inh and Kir21 inh.
Molecule	CHT inh	Kir21 inh
Cc1ccc(C(=O)N/C(=C\c2cccc([N+](=O)[O-])c2)C(=O)Nc2cccc(C(=O)O)c2)cc1	i	-0.67
Cc1ccc(Sc2ncccc2C(=O)O)c(C)c1	i	-0.69
COc1ccc(C(C)=O)cc1CN(c1ccccc1OC)S(=O)(=O)c1cccs1	i	1.6
COC(C[C@H]1O[C@H]1[C@H](O)[C@@H](C)OCc1ccccc1)OC	·	-1.2
O=C(Nc1ccccc1-c1ccccc1)NC1CCN(C(=O)N2CCOCC2)CC1	i	-0.47

# Remaining list, next part
SMILES,CHT inh,KCNQ2 block,Kir21 inh
Oc1ccc(-c2[nH]ncc2-c2nc3ccccc3s2)c(O)c1,i,i,3
O=C1CC(=O)Nc2cc(S(=O)(=O)Nc3cccc(C(F)(F)F)c3)ccc2N1,i,i,-0.29
Cc1cccc(NC(=S)N2CCC(C(N)=O)(N3CCCCC3)CC2)c1C,i,i,0.74
COc1cc(C(N)=O)cc(Cl)c1OCc1ccccc1,i,i,0.3
CC1=NN(C(=O)COc2ccc(C)c(C)c2)C(O)(c2ccccc2)C1 (stereo unspecified),i,i,0.15
C/C(CC(=O)Nc1ccccn1)=N\NC(=O)c1cccc(C)c1,i,i,2
COc1ccccc1N1C(=O)c2ccc(C(=O)Nc3ccc(F)cc3)cc2C1=O,i,i,-0.34
CCCCn1c(SCC(=O)Nc2cc(C)on2)nnc1-c1ccco1,i,i,1.6
CC(=O)N1CCN(S(=O)(=O)c2cccc(C(=O)NCCc3ccc(Cl)cc3)c2)CC1,i,i,-0.44
CC(C)(C)c1ccc(/C=N/NC(=S)NCc2ccccc2)cc1,i,i,-0.07
O=C(c1cccc(F)c1)N1CCN=C1SCc1cccnc1,i,i,0.7
Cc1ccc(NC(=O)C2c3ccccc3Oc3ccccc32)nc1,i,i,-0.55
CCOC(=O)c1ccccc1NS(=O)(=O)c1ccc(C)cc1,i,i,-1.5
Cc1sc2ncnc(NCc3ccccc3)c2c1C,i,i,0.46
Cc1nnc2ccc(-c3ccc(NS(=O)(=O)c4ccc(F)cc4F)cc3)nn12,i,i,0.39
C=CCNC(=O)NC(=O)COC(=O)c1nc2nccc(C)n2n1,i,i,0.95
CCCCc1ccc(NS(=O)(=O)c2cccs2)cc1,i,-5.9*,-0.98
O=C(Nc1ccc2c3c(cccc13)CC2)c1cccc([N+](=O)[O-])c1,i,i,0.59
CCCn1cc(CN2CCC(C(=O)Nc3cccc(-c4cscn4)c3)CC2)c(C)n1,i,i,-0.47
CC(C)NC(=O)c1ccc2c3n(nc2c1)-c1ccccc1CO3,i,i,0.12
O=C(CSc1ccc(C(F)(F)F)cc1[N+](=O)[O-])N1CCOCC1,i,i,1
CN1/C(=C\C(=O)COC(=O)c2nccnc2N)C(C)(C)c2ccccc21,i,i,0.97
COc1ccc(C(=O)CSc2nnc(CN3CCCC3)n2-c2ccc(F)cc2)c(OC)c1,i,i,-0.62
CCC(C(=O)NCc1ccco1)N(C(=O)CNS(=O)(=O)c1ccc(F)cc1)c1ccccc1F (stereo unspecified),i,i,-1
Cc1ccc(OCc2cc(C(=O)N3CCN(C)C[C@@H]3c3ccccc3)no2)cc1C,i,i,-3.2
CCn1cc(C(=O)OC)c(=O)c2cc(S(=O)(=O)N(C)C3CCCCC3)ccc21,i,i,-0.43
CN(C)S(=O)(=O)c1cc(NC(=O)[C@H](Cc2ccccc2)N2C(=O)c3ccccc3C2=O)ccc1Cl,i,i,-2.4
COc1ccc(CNC(=O)C/C(C)=N/NC(=O)C(c2ccccc2)c2ccccc2)cc1,i,i,0.19
Cn1c(SCC(=O)N/N=C/c2ccc([N+](=O)[O-])s2)nnc1-c1ccc(Cl)cc1,i,i,-0.04
COc1ccc(C(C)=O)c2c(O)cccc12,i,i,-1.1
Cc1nc(C(C)NC(=O)c2cc(COc3ccc(C)c(C)c3)on2)c(C)s1 (stereo unspecified),i,i,-0.51
CCN1C(=O)c2cccc3c(S(=O)(=O)NC(Cc4ccccc4)C(=O)O)ccc1c23 (stereo unspecified),i,i,0.54
CCC(C)(c1ccc(C=O)s1)c1ccc(C=O)s1,i,i,-1.7
Cc1cccc(C(=O)NCC(c2ccco2)N2CCc3ccccc32)c1 (stereo unspecified),i,i,-0.65
Cc1ccc(SCCNS(=O)(=O)c2ccc3c(c2)OCCO3)cc1,i,i,-0.2
COc1cc2c(cc1NC(=O)COC(=O)/C=C/c1ccc([N+](=O)[O-])cc1)oc1ccccc12,i,i,-0.03
O=C(CSc1ccc2c(c1)OCCO2)Nc1ccc(Cl)cn1,i,i,-0.4
CS(=O)(=O)Nc1nnc(C2CCCC2)s1,i,i,0.02
O=C(CSc1nc2ccccc2c(=O)[nH]1)N1CCN(c2ccccc2F)CC1,i,i,-1
COc1cc(S(=O)(=O)Nc2ccccc2C)ccc1NC(=O)c1ccncc1,i,i,0.06
COCCNC(=S)N1CCC(NC(=O)c2ccco2)CC1,i,i,-1.2
C/C(=N\OC(=O)c1ccc(Br)cc1)c1ccccn1,i,i,1.5
CCCc1nnc(NC(=O)C(=O)NCCN(C)C)s1,·,i,1.1
COc1ccc(CCNC(=O)c2nnn(CC(=O)Nc3ccc(C)cc3C)c2N)cc1OC,i,i,1.4
C=COCCn1c(=N)n(CCC)c2ccccc21,i,i,1
Cc1cccc(N=C2NC(=O)S/C2=C\c2ccco2)c1,i,i,1.3
Cc1ccc(S(=O)(=O)NCCOc2nc(N(C)C)nc(N3CCOCC3)n2)cc1,i,i,1.5
Cc1ccc(C)c(NC(=O)CSc2nnc(CNC(=O)c3ccco3)o2)c1,i,i,-1.9
COc1ccc(N2C(=O)NC3CC2(C)Oc2ccccc23)cc1OC (stereo unspecified),i,i,0.48
N#Cc1nc(-c2ccco2)oc1NCCc1ccccc1,i,i,1.5

# More records follow:
SMILES,CHT inh,KCNQ2 block,Kir21 inh
c1ccc(-n2nnnc2-c2cnc(-c3cccnc3)nc2-c2cccs2)cc1,i,i,-0.09
COCCCNC(=S)N1CCN(c2ccc([N+](=O)[O-])cc2)CC1,i,i,-1.3
COc1ccc(N2CC(C(=O)Nc3nc4ccc(OC)cc4s3)CC2=O)cc1 (stereo unspecified),i,i,0.93
CCNC(=S)NNC(=O)Cc1ccccc1,i,i,-0.85
COc1ccc(Cl)cc1NC(=O)c1cc(S(=O)(=O)N2CCCC2)cn1C,i,i,0.07
COc1ccc(Cl)cc1NC(=S)NNC(=O)CC(C)C,i,i,0.4
O=C(N/C=C/c1ccco1)OCc1ccccc1,i,i,-0.33
CCCc1[nH]nc2c1C(c1ccc(OC(=O)N3CCOCC3)cc1)C(C#N)=C(N)O2 (stereo unspecified),i,i,0
Cc1c(O)nc2ccccn2c1=O,i,i,0.33
CCCCC(=O)N(Cc1ccc2c(c1)OCO2)Cc1nc2ccccc2c(=O)[nH]1,i,i,0.01
COCCCNc1nc2c(-c3ccc(C)cc3)nnn2c2ccccc12,i,i,-0.27
COc1ccc(Cn2c(=S)[nH]c3cc(C(=O)NCc4cccnc4)ccc3c2=O)cc1,i,i,-0.21
CN(C)c1cccc(NC(=O)NC2(C)CCS(=O)(=O)C2)c1 (stereo unspecified),·,i,1.3
O=C(O)c1cc(Nc2nc(N3CCOCC3)nc(N3CCOCC3)n2)ccc1Cl,i,i,0.66
CCOC(=O)C1=C(c2ccccc2)OC(N)=C(C#N)C1c1cccs1 (stereo unspecified),i,i,0.82
COc1cc(S(=O)(=O)Nc2ccccc2)ccc1N=Cc1c(C)[nH]n(-c2ccc(C)cc2)c1=O,i,i,-1.2
CC1=C(C(=O)OC(C)C)C(c2cccs2)NC(=S)N1 (stereo unspecified),i,i,-0.35
CNC(=S)N/N=C/c1c(C)c(C(=O)c2ccc(F)cc2)n2ccccc12,i,i,0.62
Cc1ccc(NC(=O)CN(C)C(=O)c2ccc(Cl)nc2)cc1,i,i,3.6
O=c1ccc2cc(O)c(O)cc2o1,i,i,-0.22

# Compound profiles (already shown):
# Results for COc1ccc(C(=O)CSc2nnc(CN3CCCC3)n2-c2ccc(F)cc2)c(OC)c1 → CHT inh = i; KCNQ2 block = i; Kir21 inh = -0.62
# Results for COc1ccc(C(C)=O)c2c(O)cccc12 → CHT inh = i; KCNQ2 block = i; Kir21 inh = -1.1
# Results for CCCc1cc(=O)c2c(O)cccc2o1 → CHT inh = i; KCNQ2 block = i; Kir21 inh = -1.5

# (cont.)
SMILES,CHT inh,KCNQ2 block,Kir21 inh
CSc1nsc(/C=C/Nc2ccc(C)cc2)c1C#N,i,i,-0.31
CCOC(=O)CC1COCCN1C(=O)c1ccc2oc(Cc3ccccc3)nc2c1 (stereo unspecified),i,i,-1.1
CSc1nnc(-c2cc(Br)ccc2N=Cc2c(C)[nH]n(-c3ccccc3)c2=O)c(=O)[nH]1,i,i,0.04
O=C(CN1CCN(S(=O)(=O)c2ccccc2)CC1)Nc1ccccc1Cl,i,i,0.7
CC(=O)Nc1nc(Cn2nnc(-c3ccc4c(c3)OCO4)n2)nc(N(C)C)n1,i,i,0.03
COc1cc2c(cc1OC)C(C)N(C(=S)NC(=O)c1ccccc1)CC2 (stereo unspecified),i,i,1.4
Cc1nc(SCC(=O)Nc2cc(Cl)ccc2[N+](=O)[O-])nc(C)c1C,i,i,-0.41
CCOC(=O)c1sc2nc3c(SCCC(=O)O)cc(C(=O)c4cc(OC)ccc4O)cn3c(=O)c2c1C,·,i,-0.47
CCc1nc(C)c(C(=O)N2CCCC(C(=O)Nc3cccc(-c4cccc(C)c4)c3)C2)o1 (stereo unspecified),i,i,-0.07
Cc1ccc(C(=O)/C=C\NCc2ccccc2)cc1,i,i,-0.46
c1ccc2[nH]c(-c3ccnc4ccccc34)nc2c1,i,i,0.09&-1.2
Nc1cc(N2CCCC2)ccc1[N+](=O)[O-],i,i,-0.27
O=C(Cn1cc(CCO)nn1)N1CCNCC1,i,i,-0.6
O=C(Nc1ccc(Oc2ccccc2)nc1)C1CCCCN1Cc1cccc(OCCO)c1 (stereo unspecified),i,i,-2.6
N#Cc1ccc(-c2ccc(OCC(=O)NCCc3ccccc3)cc2)cc1,i,i,0.76
Cc1ccc(Sc2c([N+](=O)[O-])ncn2C)cc1,i,i,0.22
CCOC(=O)c1c(C)[nH]c(C(=O)COC(=O)/C=C/c2ccc3c(c2)OCO3)c1C,i,i,1.1
COc1ccc(-c2nc(N)nc(C(F)(F)F)c2-c2csc(C)n2)c(O)c1,i,i,0.55
CN(C)c1nc(-c2cccnc2)nc(-c2ccccc2)c1C#N,i,i,0.06
CCc1ccc(-c2csc3ncn(CC)c(=O)c23)cc1,i,i,-1.3

# Entries shown so far containing bromine:
SMILES,CHT inh,KCNQ2 block,Kir21 inh
C/C(=N\OC(=O)c1ccc(Br)cc1)c1ccccn1,i,i,1.5
CSc1nnc(-c2cc(Br)ccc2N=Cc2c(C)[nH]n(-c3ccccc3)c2=O)c(=O)[nH]1,i,i,0.04

# New compounds follow:
SMILES,CHT inh,KCNQ2 block,Kir21 inh
COc1ccccc1-c1cc(C(=O)N/N=C/c2ccc(C)o2)c2ccccc2n1,·,i,-1.1
CCOC(=O)c1sc(=NC(=O)COc2ccc(Cl)cc2)n(C)c1C,i,i,-0.35
CCCSc1nsc(SCCC)c1C#N,i,i,2.4
Cn1c(SCC(=O)NNC(=O)c2ccccc2)nnc1C1CC1,i,i,-0.81
Cc1ccc(CSCC(=O)N2CCCC2)cc1,i,i,0.94
CCOc1ccc(NC(=O)CCNC(=O)c2ccco2)cc1,i,i,0.15
COCc1cc(C)[nH]c(=O)c1C#N,i,i,-1
O=C(CSc1nnc2ccc(-c3ccccn3)nn12)NCCc1ccccc1,i,i,-0.02

# Screening results: PubChem, Johns Hopkins Ion Channel Center
